uPA surface inh = blocks generation of uPA at the cell surface | Potency, µM (doses to about 38.3 µM), inactives show at the top dose activity change, negative = inhibition, actives largely listed as inhibitors | AID 540303 | actives 0.31% (n = 330,000) | cell surface uPA generation assay, qHTS; active means well fitted inhibition curve with a large enough effect; inconclusive means small, poorly fitted or top-dose-only effect; inactive means no such curve, though single readings can be large or run the other way; tested in mouse RAW 264.7 cells; further: potency means the concentration at half of the fitted maximal effect; on the % scale 0 is the no-effect control and ±100 the full control effect; nearly all actives have a fitted effect of over 55% in size
ELG1 DNA repair = ELG1-dependent DNA repair inhibition. actives 2.3% (n = 330,000). AID 504467. Potency, µM (series often up to 46.1 µM), for inactives: at the highest dose activity change, negative = inhibition, actives largely listed as inhibitors. HEK293T ELG1-luciferase reporter, luminescence, 16 h; DNA damage induced by 5-fluorouridine; further: potency means the concentration at half of the fitted maximal effect; on the % scale 0 is the no-effect control and ±100 the full control effect; nearly all actives have a fitted effect of over 55% in size
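Reporter activity after DNA damage by 5-fluorouridine is monitored. Compound-treated cells incubate 16 hr at 37 °C, then ONE-Glo is added for 30 min before luminescence reading.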
TCR activator = T cell receptor activation | primary human leukocytes, anti-CD3, IL-2 HTRF, 48 h | Potency, µM (titrated, usually from 9.22 µM), inactives show top-dose activation of IL-2 secretion, most hits filed as activators | 330,000 tested, under 10 active; further: % of control where 0% means no effect
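Primary human leukocytes were stimulated with a-CD3 beads plus compounds for 48 hr without co-stimulation; secreted IL-2 was quantified by HTRF using a-IL-2-K (europium cryptate) and a-IL-2-d2, excited at 320nm with acceptor emission read at 665nm.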
B2AR arrestin = beta2AR (human) beta-arrestin recruitment activity | P07550 | actives 0.02% (n = 330,000) | beta-arrestin recruitment to beta2AR, cell-based reporter | Potency, µM (titrated, usually from 46.1 µM), inactives show at the highest dose activation, actives largely listed as activators;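 further: potency means the concentration at half of the fitted maximal effect; 0% = DMSO controls and full agonism = EC100 isoproterenol or metaproterenol; nearly all actives have a fitted effect of over 65% in size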
Target sequence (P07550 whole entry, looked up): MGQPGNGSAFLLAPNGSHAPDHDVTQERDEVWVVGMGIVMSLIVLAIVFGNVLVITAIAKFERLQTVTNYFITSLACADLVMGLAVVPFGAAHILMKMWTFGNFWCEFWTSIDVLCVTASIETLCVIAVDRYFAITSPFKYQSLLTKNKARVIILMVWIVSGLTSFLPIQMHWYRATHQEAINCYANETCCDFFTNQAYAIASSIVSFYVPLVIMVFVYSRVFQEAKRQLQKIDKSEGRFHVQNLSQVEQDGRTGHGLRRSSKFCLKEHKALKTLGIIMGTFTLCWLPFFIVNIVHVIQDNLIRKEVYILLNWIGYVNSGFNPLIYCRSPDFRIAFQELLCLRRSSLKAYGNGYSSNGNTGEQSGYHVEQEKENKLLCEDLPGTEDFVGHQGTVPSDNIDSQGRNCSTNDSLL
PTAP TSG101 blk = blocks PTAP/TSG101 interaction to inhibit HIV-1 budding. Fluorescence polarization, FITC-PTAP peptide / Tsg101 binding. Potency, µM (titrated, usually from 115 µM), inactives show top-dose activity change, negative = inhibition, most hits filed as inhibitors. 340,000 tested, under 10 active; active means well fitted inhibition curve with a large enough effect in the main read-out, with a control signal flat, not every such curve was filed as active; inconclusive means small, poorly fitted or top-dose-only effect, or effect the other way, or a change in a side signal; inactive means no such curve, though single readings can be large or run the other way; further: potency means the concentration at half of the fitted maximal effect; % of control where 0% means no effect
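Fluorescence anisotropy tracks displacement of a FITC-tagged PTAP peptide (50 nM) from the Tsg101 binding domain (10 uM), following a 20 min room-temperature incubation at pH 7.5.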
BCR signal inh = chronic active BCR signaling inhibition; Potency, µM (series often up to 46.1 µM), inactives show at the highest dose ratio change, negative = lower green/red ratio, actives largely listed as inhibitors; ABC-DLBCL IkBa-CBG/CBR reporter, luminescence ratio, 4 h; actives 0.05% (n = 340,000); active means well fitted inhibition curve with a large enough effect in the signal ratio, with a control signal flat, not every such curve was filed as active; inconclusive means small, poorly fitted or top-dose-only effect, or effect the other way, or a change in a side signal; the % refers to the signal ratio;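 further: potency means the concentration at half of the fitted maximal effect; plate controls were basal doxycycline-induced cells for no effect and cells given 10 µM MG132 for full effect; MG132 reads +100%, hits lower the ratio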
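Cell line TMD8 (human ABC DLBCL), stably expressing tet-inducible CBG68-IkBa fusion and CBR; IMDM/0.5% FBS; cpd up to 46 uM; dox induction, 4 h, 37C/5% CO2; dual luminescence; green/red ratio; MG132 control.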
USP2a block = USP2a (human) protease inhibition. USP2 core, Ub-CHOP2 coupled fluorogenic reporter, 485/531. Potency, µM (titrated, usually from 38.3 µM), without a hit: top-dose activity change, negative = inhibition, hits mostly inhibitors. actives 0.01% (n = 330,000);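 further: potency means the concentration at half of the fitted maximal effect; plate controls were DMSO wells for no effect and full inhibition by NEM control for full effect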
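Cell-free coupled assay: 10nM USP2 core preincubated 30min RT with compound in Tris-HCl pH 8.0/CaCl2/CHAPS buffer, then 25nM Ub-CHOP2 and 25nM reporter substrate; fluorescence (Ex 485/Em 531) read after 60min RT, normalized to NEM inhibition, concentration-response curves fitted.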
Eya2 phos inh = Eya2 (human) phosphatase inhibition. AID 488837. recombinant Eya2, OMFP fluorescence dephosphorylation (OMFP is methylfluorescein phosphate). O00167. Potency, µM (highest dose often 76.9 µM), for the others: top-dose activity, negative = inhibition, hits mostly inhibitors. actives 0.006% (n = 330,000); further: potency means the concentration at half of the fitted maximal effect; on the % scale 0 is the no-effect control and ±100 the full control effect
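Eya2 protein (added as 0.2 uM solution) was preincubated with compound for 10 min at ambient temperature in 50 mM HEPES pH 7.5, 50 mM NaCl, 5 uM MgCl2, 0.05% BSA, 1 mM DTT. OMFP (added at 50 uM) then reacted 10 min; fluorescence read at 485/525 nm.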
Tb PFK inh = T. brucei PFK enzyme inhibition; O15648; T. brucei PFK, ADP-Glo luminescence; Potency, µM (highest dose often 57.5 µM), for the others: at the top dose activity, negative = inhibition, most hits filed as inhibitors; actives 0.17% (n = 330,000); AID 485367;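 further: potency means the concentration at half of the fitted maximal effect; 0% = uninhibited 1x PFK enzyme wells and -100% = no-enzyme wells; nearly all actives have a fitted effect of over 60% in size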
Target sequence (O15648 whole entry, looked up): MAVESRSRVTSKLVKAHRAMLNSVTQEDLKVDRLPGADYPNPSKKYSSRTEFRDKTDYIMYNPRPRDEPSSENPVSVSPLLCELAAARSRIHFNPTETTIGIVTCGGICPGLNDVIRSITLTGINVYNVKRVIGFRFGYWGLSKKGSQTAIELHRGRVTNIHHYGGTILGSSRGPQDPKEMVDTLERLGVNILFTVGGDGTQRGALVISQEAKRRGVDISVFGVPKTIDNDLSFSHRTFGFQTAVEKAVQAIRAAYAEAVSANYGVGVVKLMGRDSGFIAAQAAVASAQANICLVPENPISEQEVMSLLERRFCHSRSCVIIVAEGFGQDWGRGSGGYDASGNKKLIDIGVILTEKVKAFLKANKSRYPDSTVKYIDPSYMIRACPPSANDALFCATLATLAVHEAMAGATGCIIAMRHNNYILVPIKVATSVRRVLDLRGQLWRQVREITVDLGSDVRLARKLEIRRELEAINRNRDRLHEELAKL
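Compounds were pin-transferred as a titration series up to 57 uM into substrate buffer (0.5 mM F6P, 0.1 mM ATP, pH 8.0), then 1.25 nM PFK was added and reactions ran 45 min before ADP-Glo detection.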
TSHR antag = human thyrotropin receptor antagonism; P16473; TSHR-expressing cells, TSH-stimulated cAMP HTRF, 2 h; stronger effect = lower value; activity change, negative = inhibition, % at 11.5 µM; actives 0.2% (n = 330,000);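 active means activity change below a set negative limit, meaning inhibition stronger than a set level, cut at about -70% in these data; inconclusive means activity change between two set negative limits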; further: on the % scale 0 is the no-effect control and ±100 the full control effect
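Freshly harvested TSHR cells receive pin-tooled compound, then EC80 TSH at 4nM final. After 2 hours at 37 deg C, antibody in lysis buffer and cAMP-d2 are added; 30 minutes at ambient temperature precede the HTRF read.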
Mito fusion yeast = blocks mitochondrial division or promotes mitochondrial fusion. S. cerevisiae fusion-defective mutant growth rescue, CellTiterGlo 48 h. Potency, µM (titrated, usually from 46.1 µM), for the others: at the top dose growth rescue (activation), actives largely listed as activators. actives 0.23% (n = 320,000);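 further: potency means the concentration at half of the fitted maximal effect; % of control where 0% means no effect; nearly all actives have a fitted effect of over 45% in size; temperature-sensitive fusion mutants such as fzo1-1 at 37 °C on non-fermentable ethanol glycerol medium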
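Temperature-sensitive fusion-defective S. cerevisiae (e.g. fzo1-1, mgm1-5) were grown with compound in YPEG medium (3% ethanol, 3% glycerol) for 48 hours at 37C. Growth rescue was measured as viability by CellTiterGlo luminescence after 10 minutes at ambient.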
* hit, by the source's call; ? = inconclusive; · = no result given; [ ] = dose if it differs, or a comment. Unless noted, the call rests on the fitted dose curve; in most records, active means well fitted curve in the direction sought with a large enough effect; inconclusive means small, poorly fitted or top-dose-only effect, or another doubt; inactive means no such curve, though single readings can be large; an effect the other way counts as inactive or inconclusive.

Every second line gives: ELG1 DNA repair, PTAP TSG101 blk, uPA surface inh, TSHR antag, BCR signal inh, Mito fusion yeast, USP2a block, TCR activator, B2AR arrestin, Eya2 phos inh, Tb PFK inh
> Cc1cc(C)c(S(=O)(=O)c2ccccc2C)c(Oc2ccccc2)n1
 : -5%, 2%, 5%, -8, 0%, 12%, 0%, -3%, 0.0%, -25%, 2%
> CCc1cccc(C)c1NC(=O)C1CN(S(=O)(=O)c2ccccc2)CCN1S(=O)(=O)c1ccccc1 (configuration not stated)
 : ?, -3%, -1%, -3, ?, 1%, 2%, 0%[46.1 µM], 0.0%, -5%, -4%
> CC1(C(=O)OCC(=O)Nc2ccc(Cl)cn2)CC1(Cl)Cl (configuration not stated)
 : ?, 0%, 15%, -2, ?, ·, 4%, ·, -1.0%, 0%, 3%
> COc1ccccc1CNC(=O)c1c(-c2ccccc2)nn(-c2ccccc2)c1C
 : ?, -3%, 5%, -17, ?, 18%, 1%, 0%, -0.3%, 11%, 4%
> COc1ccc(-c2nc3c4ccccc4ccn3c2CN2CCOCC2)cc1OC
 : ?, 0%, -10%, 7, ?, -3%, 3%, 2%, 0.4%, -3%, 5%
> COC(=O)[C@@H](NC(=O)Nc1ccc(C(C)=O)cc1)C(C)C
 : -4%, -2%, ·, 0, 0%, -1%, 0%, 0%, -0.2%, -1%, -4%
> O=C(CNC(=O)C(c1ccccc1)c1ccccc1)OCc1ccccc1
 : 4%, -3%, 1%, 7, ?, 2%, 1%, -1%, -0.5%, -21%, 1%
> CCSc1nnc(NC(=O)NC2CCCCC2)s1
 : ?, 0%, -1%, -5, ?, 1%, -2%, 2%, -1.7%, -21%, -6%
> O=C(NCCCN1CCOCC1)C(=O)N/N=C/c1cccc2ccccc12
 : -10%, -1%, 0%, 2, 16%, -2%, 2%, -13%, 0.5%, -6%, -2%
> COC(=O)c1c(NC(=O)C(=O)NCC2CCCO2)sc2c1CC(C)(C)OC2 (configuration not stated)
 : 0%, -4%, 7%, -8, ?, ?, 4%, 2%, 0.2%, 1%, 2%
> COc1ccc2[nH]c3c4c(ccc3c2c1)C(=O)C=CC4=O
 : 16µM*, 1%, 3.2µM*, -33, ?, -8%, -6%, 4%, ?, 7%, 12µM*
> CCOC(=O)N1CCN(C(=O)C2CC(c3ccccc3OC)=NO2)CC1 (configuration not stated)
 : 5%, -4%, ·, 6, -6%, 0%, 2%, 3%, -1.1%, -9%, -1%
> COc1cc(/C=N/NC2=NCCCCC2)ccc1O
 : 3%, 0%, 3%, 1, 0%, -4%, 0%, 1%, 7.0%, 5%, 0%
> CCC(C)c1ccc(NC(=O)C/C(C)=N/NC(=O)c2cnccn2)cc1 (configuration not stated)
 : ?, -3%, 1%, -6, ?, 26%, 1%, 2%[46.1 µM], 0.6%, -5%, 2%
> CC(C)(C)c1ccccc1NC(=O)c1ccc2c(c1)SC1=NS(=O)(=O)CCN12
 : 21µM*, -3%, -3%, 8, ?, 15%, -1%, 1%, -0.2%, -1%, 0%
> COCCn1nnnc1C(c1ccccn1)N1CCN(c2cc(C)ccc2C)CC1 (configuration not stated)
 : 3%, -4%, -2%, -8, 6%, -4%, 0%, -3%, -0.3%, 5%, 1%
> COc1ccc(Oc2coc3c(CN4CCOCC4)c(O)ccc3c2=O)cc1
 : 0%, -5%, 2%, -5, 0%, -3%, 3%, -8%, -0.2%, 10%, 3%
> Cc1ccc(C(=O)COc2ccccc2C(=O)Nc2ccccc2)cc1
 : -9%, 0%, 10%, -3, 9%, 0%, 0%, 6%, -0.8%, 6%, 0%
> C/C(=N\OC(=O)c1ccccc1F)c1nccs1
 : 2%, -4%, 1%, -4, 3%, -1%, -1%, 1%, 0.0%, -2%, 0%
> O=C(CSc1nc2cccnc2n1Cc1ccccc1)N1CCCC1
 : -1%, 4%, 2%, 13, 4%, 0%, 1%, ·, 2.7%, 6%, -2%

(further entries)
Every second line gives: ELG1 DNA repair, PTAP TSG101 blk, uPA surface inh, TSHR antag, BCR signal inh, Mito fusion yeast, USP2a block, TCR activator, B2AR arrestin, Eya2 phos inh, Tb PFK inh
> O=C(CSc1nc2ccccc2c(=O)n1-c1ccccc1F)NC1CC1
 : ?, -1%, 0%, 3, ?, ·, 2%, 1%[46.1 µM], 0.3%, -3%, -9%
> CCN(c1ccccc1)S(=O)(=O)c1ccc(F)cc1C
 : ?, -1%, 1%, -12, 5%, -6%, 1%, -4%, -0.4%, -1%, -4%
> O=C(Nc1ccccc1)Nc1nnc(SCc2ccc(Cl)cc2)s1
 : 21%, -7%, 15%, 2, 0%, -1%, 0%, 2%[46.1 µM], 0.0%, -3%, -6%
> Cc1cc(SCc2ccccc2F)nc(=O)[nH]1
 : ?, -4%, 0%, -3, -13%, 7%, 3%, 5%, 0.3%, -6%, -2%
> Cc1noc(C)c1COc1ccc(C(=O)N2CCN(S(=O)(=O)c3ccc(Cl)cc3)CC2)cc1
 : 14%, -1%, -3%, 4, -1%, -2%, 2%, -3%, -0.2%, -7%, 0%
> COc1ccc(C(=O)Nc2ccc(CN3CCOCC3)cc2)cc1Br
 : 5%, -11%, ?, 6, -19%, 4%, 1%, -4%, -0.4%, 2%, 3%
> CCOC(=O)C(=O)NCC(c1ccco1)S(=O)(=O)c1cccs1 (configuration not stated)
 : 10%, 7%, -2%, -5, 0%, -5%, 4%, 2%, 0.0%, 2%, -7%
> CCOC(=O)C1=C(CS(=O)(=O)c2ccc(F)cc2)NC(=O)NC1c1cc(OC)c(O)c(OC)c1 (configuration not stated)
 : 3%, 0%, 6%, -2, 7%, -3%, 1%, -3%, 0.2%, 9%, 2%
> Clc1cccc(Cl)c1CN1CCN(c2ncccn2)CC1
 : 22%, -4%, 6%, -7, 5%, -6%, 1%, 3%, -0.3%, 4%, -1%
> Cc1ccc(-c2c(C(=O)N/N=C/c3ccncc3)nnn2-c2nonc2N)cc1
 : 9%, -9%, -4%, -3, 0%, 11%, 0%, 2%, 0.4%, 4%, -2%
> N#Cc1ncc(Cl)c2ccccc12
 : -1%, -3%, 9%, -24, 3%, 8%, 3%, -4%, 0.0%, -16%, 1%
> COc1ccc(NC2CCCN(C(=O)CCc3ccccc3F)C2)cc1 (configuration not stated)
 : 11%, -3%, -5%, -14, 4%, 20%, 1%, -3%, 0.3%, 4%, 2%
> O=C(COc1ccc2ccccc2c1Br)N1CCCCC1
 : ?, -1%, 11%, -14, 4%, 6%, -1%, -9%, 0.5%, -11%, 0%
> O=c1[nH]c(/C=C\c2cccc(C(F)(F)F)c2)nc(O)c1[N+](=O)[O-]
 : 2%, -4%, -4%, 6, 6%, 0%, 0%, ·, 0.3%, -9%, 1%
> C=CCN1C=C2C(=O)C(C)(OC(=O)CCc3ccccc3)C(=O)C=C2C=C1c1ccc(C#N)cc1 (configuration not stated)
 : 2%, -2%, -2%, -4, ?, 3%, -8%, 0%, 0.0%, 8%, 1%
> Cc1cc(OCC(=O)NCC(C)C)cc(C)c1Br
 : 3%, -7%, 5%, -6, ?, 5%, 0%, 1%, 0.4%, 0%, -3%
> N#Cc1c(-c2ccccc2)c(-c2ccccc2)n[nH]c1=O
 : ?, -8%, ?, -20, 4%, -18%, 4%, 3%, 0.2%, 19%, 0%
> CS(=O)(=O)Nc1ccccc1C(=O)Nc1ccccc1Cl
 : -13%, -1%, 7%, -4, 1%, 15%, -1%, 0%[46.1 µM], -0.5%, 5%, -1%
> COc1ccc(C(=O)NC(=S)NNC(=O)c2ccc3ccccc3n2)cc1
 : ?, -3%, 7%, 1, 12%, -1%, 0%, 5%, -0.7%, 9%, 2%
> Cc1ccc(N2CN(Cc3ccco3)CNC2=S)cc1
 : -15%, 0%, 2%, -1, 2%, -23%, 3%, 15%, 0.0%, -18%, 7%
> O=C(CN(C(=O)c1csnn1)c1ccccc1F)NCc1ccccc1
 : 17%, -7%, 1%, 15, 3%, 4%, 1%, -3%, -0.8%, -6%, 6%
> Cc1cnc(NC(=O)c2nn(C)cc2[N+](=O)[O-])s1
 : 15%, -1%, 3%, -3, -3%, -2%, 4%, 1%, 0.0%, 6%, -7%

Source: PubChem BioAssay (National Center for Advancing Translational Sciences (NCATS))
